# Source: PubChem BioAssay
# EPAC2 antag = blocks human EPAC2 exchange factor. Q8WZA2. actives 0.18% (n = 360,000). Potency, µM (top dose mostly 114 µM), inactives show top-dose activity, negative = inhibition, most hits filed as inhibitors. EPAC2 GEF exchange of Rap1B-BODIPY-GDP, fluorescence; note: % is set by controls: 0 for no effect and ±100 for the full control effect; nearly all actives have a fitted effect of over 45% in size; many of its hits are not listed in these tables
# Target sequence (Q8WZA2 whole entry, looked up): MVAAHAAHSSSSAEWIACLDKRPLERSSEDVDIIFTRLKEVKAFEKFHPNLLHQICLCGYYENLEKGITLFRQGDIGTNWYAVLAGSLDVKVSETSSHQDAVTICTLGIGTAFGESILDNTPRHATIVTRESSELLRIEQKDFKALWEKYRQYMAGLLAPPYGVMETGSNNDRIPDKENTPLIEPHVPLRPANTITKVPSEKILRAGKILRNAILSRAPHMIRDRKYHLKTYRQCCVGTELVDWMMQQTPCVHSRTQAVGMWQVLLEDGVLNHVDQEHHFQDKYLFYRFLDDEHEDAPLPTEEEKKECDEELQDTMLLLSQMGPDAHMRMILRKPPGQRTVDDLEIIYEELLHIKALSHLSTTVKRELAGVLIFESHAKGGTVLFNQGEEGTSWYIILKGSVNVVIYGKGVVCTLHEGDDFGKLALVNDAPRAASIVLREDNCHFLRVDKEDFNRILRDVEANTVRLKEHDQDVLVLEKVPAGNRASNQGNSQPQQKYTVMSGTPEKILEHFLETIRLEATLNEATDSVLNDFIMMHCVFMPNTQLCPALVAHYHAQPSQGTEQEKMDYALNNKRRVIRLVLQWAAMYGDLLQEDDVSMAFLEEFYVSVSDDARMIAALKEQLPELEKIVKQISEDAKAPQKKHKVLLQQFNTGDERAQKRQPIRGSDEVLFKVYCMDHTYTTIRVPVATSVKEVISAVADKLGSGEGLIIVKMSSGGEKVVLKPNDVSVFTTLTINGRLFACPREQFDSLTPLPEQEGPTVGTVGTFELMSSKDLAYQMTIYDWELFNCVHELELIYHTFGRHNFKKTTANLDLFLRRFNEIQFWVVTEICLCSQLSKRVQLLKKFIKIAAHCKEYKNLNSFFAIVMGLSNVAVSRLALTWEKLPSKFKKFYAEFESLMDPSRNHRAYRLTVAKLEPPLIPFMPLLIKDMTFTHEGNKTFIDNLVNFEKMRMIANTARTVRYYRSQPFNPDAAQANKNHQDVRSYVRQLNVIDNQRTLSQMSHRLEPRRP
# TGFb inhibitor = TGF-b pathway inhibition; AID 588855; HepG2 CAGA-GFP TGF-b/SMAD3 reporter, GFP fluorescence, 18 h; TGF-beta stimulated, 500 pg/mL final; actives 1.2% (n = 410,000); Potency, µM (series often up to 46.1 µM), inactives show at the highest dose activity, negative = inhibition, hits mostly inhibitors; note: % is set by controls: 0 for no effect and ±100 for the full control effect; nearly all actives have a fitted effect of over 65% in size
#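 TGF-beta reporter screen: HEPG2 CAGA-GFP, 1% FBS, 500 pg/mL TGF-beta final, 18 h; per-cell GFP summed per well; curves fitted and categorized by class.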
# Nrf2 activator = activators of Nrf2 (ARE) signaling | AREc32 ARE-luciferase reporter (MCF7-derived line), luminescence, 24 h | Potency, µM (highest dose often 46.1 µM), without a hit: at the highest dose activation, most hits filed as activators | actives 0.31% (n = 410,000); note: % of control where 0% means no effect; nearly all actives have a fitted effect of over 65% in size
#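 Reporter line AREc32 (ARE-Fluc), seeded overnight in OPTI-MEM with 5% FBS; compound pin-transferred, 24 hr at 37 deg C, 5% CO2; luminescent read-out.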
# ATXN2 expr inh = reduces ATXN2 reporter expression in HEK-293 cells; AID 1745845; Potency, µM (top dose mostly 57 µM), for the others: top-dose activity change, negative = inhibition, most hits filed as inhibitors; HEK-293 ATXN2-luciferase reporter, luminescence, 24 h; actives 0.72% (n = 360,000); note: % is set by controls: 0 for no effect and ±100 for the full control effect; nearly all actives have a fitted effect of over 55% in size
#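 ATXN2-luciferase reporter cells (luciferase flanked by upstream and downstream ATXN2 gene portions) were treated 24 h at 37 °C with compounds at up to 57 uM. SteadyGlo luminescence gave expression; GF-AFC fluorescence gave viability.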
# Nrf2 inh = Nrf2 pathway inhibition | A549 ARE-Fluc reporter, luciferase luminescence, 18-24 h | Potency, µM (doses to about 46 µM), inactives show top-dose activity change, negative = inhibition, actives largely listed as inhibitors | actives 2.1% (n = 360,000) | AID 504444; note: % is set by controls: 0 for no effect and ±100 for the full control effect; nearly all actives have a fitted effect of over 60% in size
#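 Nrf2 function is reported as luminescence of an ARE-controlled luciferase in A549 cells. Compounds were tested at several concentrations, and a CellTiter-Fluor read on the same wells flagged cytotoxicity.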
# A549 viability = A549 cytotoxicity, counter-screen for Nrf2 inhibitors; A549 ARE-Fluc cells, CellTiter-Fluor viability, 18-24 h; actives 0.16% (n = 390,000); Potency, µM (top dose mostly 46 µM), for the others: at the highest dose activity change, negative = cytotoxicity, most hits filed as inhibitors; note: % is set by controls: 0 for no effect and ±100 for the full control effect
#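 Cytotoxicity counterscreen: CellTiter-Fluor fluorescence was measured in A549 ARE_Fluc cells after 18-24 h of compound exposure in a concentration series. The subsequent BugLite luminescent read reports ARE-luciferase activity.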
# S2 tox = cell viability loss in ATXN counter-screen | S2 cells (HEK-293 line with an ATXN2-luciferase reporter) viability, CellTiter-Fluor protease fluorescence, 24 h | Potency, µM (doses to about 56.7 µM), actives largely listed as cytotoxic | actives 0.49% (n = 400,000); note: nearly all actives have a fitted effect of over 40% in size
# MCF10A rerep = induces DNA re-replication in MCF 10a normal breast cells; MCF 10A DNA re-replication, Hoechst nuclear intensity, 48 h; actives 2.9% (n = 350,000); Potency, µM (doses to about 46.1 µM), for the others: at the top dose activity, positive = re-replication, most hits filed as activators; note: % of control where 0% means no effect; nearly all actives have a fitted effect of over 50% in size
# HepG2 viability = kills HepG2 cells in TGF-b inhibitor counter-screen | HepG2 CAGA-GFP viability, ATP luminescence, 18 h | Potency, µM (highest dose often 46.1 µM), without a hit: at the highest dose activity change, negative = cytotoxicity, hits mostly cytotoxic | actives 0.76% (n = 410,000) | AID 588856; note: some results filed as inactive show a strong effect at the top dose
#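 HepG2 CAGA-GFP cells (1000/well, DMEM with 1% FBS) received compound, then TGF-beta at 500 pg/mL final, and were incubated 18 hours at 37 degrees C. Viability was read by CellTiter-Glo luminescence. Media-only wells were set as complete cell-killing and DMSO as no toxicity.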
# The depositor's hits bear a star; i = inactive; ? = inconclusive; · = not tested or not shown; [ ] = dose if it differs, or a comment. Calls come from the whole dose curve; as a rule, active = well fitted curve in the direction sought with a large enough effect; inconclusive = small, poorly fitted or top-dose-only effect, or another doubt; inactive = no such curve, though single readings can be large; an effect the other way counts as inactive or inconclusive. Potency is the fitted concentration of half-maximal effect. The list is partial, so the mix of outcomes need not match the whole.
# The opening nine records, to show the layout:
SMILES,EPAC2 antag,TGFb inhibitor,Nrf2 activator,ATXN2 expr inh,Nrf2 inh,A549 viability,S2 tox,MCF10A rerep,HepG2 viability
O=C(Nc1ccccc1Cl)c1ccc2nccnc2c1,1%,-3%,4.2%,24%,?,-13%,?,15%,-46%
O=C(NCc1ccccn1)C1C2C=CC(C2)C1C(=O)Nc1ccc(F)cc1 (stereo not drawn),1%,-1%,0.1%,2%,·,0%,i,0%,-6%
Cc1cccc(NC(=O)CN(CCc2ccccc2)S(C)(=O)=O)c1,-1%,-1%,2.9%,-11%,4%,7%,i,3%,-1%
CCOC(=O)COc1ccc(/C=C/[N+](=O)[O-])c(OCC(=O)OCC)c1,-2%,?,11%,8.9µM*,·,?,10µM*,?,-64%
Cc1ccnc(NS(=O)(=O)c2ccc(NC(=O)C3CCCNC3=O)cc2)n1 (stereo not drawn),3%,7%,-0.6%,-11%,4%,-5%,i,?,7%
Cc1cccc(NC(=O)CSc2nnc(-c3n[nH]c4ccccc34)o2)c1,3%,?,0.0%,34%,-1%,1%,i,19%,1%
O=C(COC(=O)CNC(=O)c1ccco1)NCCN1C(=O)CSC1=O,-8%,18%,-0.3%,-3%,-18%,?,i,2%,2%
COc1ccc(CNC(=O)c2cc3c(s2)-c2ccccc2OC3)cc1,·,4%,-0.7%,0%,9%,1%,i,·,-25%
O=C(NC1CCSc2ccccc21)c1cc([N+](=O)[O-])ccc1N1CCOCC1 (stereo not drawn),-7%,-9%,-0.4%,1%,-11%,1%,?,-1%,-27%

# Main list, from the start:
SMILES,EPAC2 antag,TGFb inhibitor,Nrf2 activator,ATXN2 expr inh,Nrf2 inh,A549 viability,S2 tox,MCF10A rerep,HepG2 viability
O=C(Nc1ccccc1Cl)c1ccc2nccnc2c1,1%,-3%,4.2%,24%,?,-13%,?,15%,-46%
O=C(NCc1ccccn1)C1C2C=CC(C2)C1C(=O)Nc1ccc(F)cc1 (stereo not drawn),1%,-1%,0.1%,2%,·,0%,i,0%,-6%
Cc1cccc(NC(=O)CN(CCc2ccccc2)S(C)(=O)=O)c1,-1%,-1%,2.9%,-11%,4%,7%,i,3%,-1%
CCOC(=O)COc1ccc(/C=C/[N+](=O)[O-])c(OCC(=O)OCC)c1,-2%,?,11%,8.9µM*,·,?,10µM*,?,-64%
Cc1ccnc(NS(=O)(=O)c2ccc(NC(=O)C3CCCNC3=O)cc2)n1 (stereo not drawn),3%,7%,-0.6%,-11%,4%,-5%,i,?,7%
Cc1cccc(NC(=O)CSc2nnc(-c3n[nH]c4ccccc34)o2)c1,3%,?,0.0%,34%,-1%,1%,i,19%,1%
O=C(COC(=O)CNC(=O)c1ccco1)NCCN1C(=O)CSC1=O,-8%,18%,-0.3%,-3%,-18%,?,i,2%,2%
COc1ccc(CNC(=O)c2cc3c(s2)-c2ccccc2OC3)cc1,·,4%,-0.7%,0%,9%,1%,i,·,-25%
O=C(NC1CCSc2ccccc21)c1cc([N+](=O)[O-])ccc1N1CCOCC1 (stereo not drawn),-7%,-9%,-0.4%,1%,-11%,1%,?,-1%,-27%
O=C1CC(NCC2CCCO2)C(=O)N1c1ccc(Cl)cc1 (stereo not drawn),-6%,-11%,-0.3%,·,-4%,-7%,i,4%,7%
COc1cccc(-c2nc(-c3ccc(C(=O)O)cc3)no2)c1,2%,1%,0.0%,-11%,?,-9%,i,-1%,-3%
N#Cc1ccc(C(=O)N2CCN(c3ncccn3)CC2)cc1,2%,5%,-1.5%,-11%,1%,-3%,i,-17%,-7%
Cc1ccc2nc(COc3ccccc3NC(=O)C(C)(C)C)cc(=O)n2c1,·,28%,5.4%,·,·,1%,·,·,0%
Cc1cc(N2CCN(C)CC2)nc2ccc(NC(=S)N3CCN(c4ccc(F)cc4)CC3)cc12,3%,-1%,8.6%,?,-7%,-18%,?,?,-58%
COC(=O)c1noc(-c2ccc(OC)cc2)n1,-2%,13%,-0.8%,0%,·,-3%,i,2%,9%
Cc1cc2occ(CC(=O)NNC(=O)c3ccccc3F)c2cc1C,-3%,?,0.2%,4%,-5%,3%,i,8%,-1%
CCN(CC(=O)NC1CCS(=O)(=O)C1)S(=O)(=O)c1cccc(C(C)=O)c1 (stereo not drawn),6%,-1%,2.6%,·,1%,-2%,i,-7%,19%
CCOc1ccccc1CNc1nc2nc(C)c(CC(=O)OC)c(=O)n2[nH]1,·,-1%,0.7%,4%,11%,8%,i,·,-8%
CC(C)Cc1ccc(CN2CCCC(NC(=O)CCN3CCCCC3=O)C2)cc1 (stereo not drawn),-10%,0%,-2.1%,-11%,3%,7%,i,0%,2%
O=C1NCN(C2CCCCC2)CN1,6%,3%,2.1%,5%,-1%,11%,i,-9%,19%
COC(=O)c1sc2ccccc2c1NC(=O)c1cccs1,1%,1%,-0.5%,-25%,-11%,-2%,i,?,-19%
COc1cccc(NC(=O)c2ccc(CNS(=O)(=O)c3ccc4c(c3)C(C)(C)C(=O)N4C)cc2)c1,·,-2%,0.3%,·,16µM*,-2%,·,·,-27%
COc1ccc(S(=O)(=O)NCC(c2ccc3c(c2)OCO3)N2CCN(c3ccccc3)CC2)cc1 (stereo not drawn),-2%,1%,-0.7%,-16%,-8%,-6%,i,?,8%
CC1CCN(CC(=O)n2c3c(c4ccccc42)CCCC3)CC1,-4%,0%,0.2%,-7%,2%,12%,i,3%,-22%
Cc1cc2c(cc1S(=O)(=O)N1CCN(c3ccccc3F)CC1)OCC(=O)N2,8%,1%,-0.7%,9%,?,1%,i,17%,2%
CCOC(=O)C1=C(C)N=c2s/c(=C/c3ccc(OCC(=O)O)c(OC)c3)c(=O)n2C1c1ccc(Cl)cc1 (stereo not drawn),57%[activator],11%,0.2%,-14%,0%,-25%,·,?,20%
COc1cc(C(=O)NCCOc2ccc(F)cc2)c(Br)c(OC)c1OC,3%,-3%,3.1%,-16%,-18%,3%,i,93%,-13%
COc1cc(C)ccc1OCc1cc(C(=O)NCCN2CCCC(O)C2)no1 (stereo not drawn),5%,11%,-0.4%,2%,?,-7%,?,12%,0%
COc1ccc(S(=O)(=O)N2CCN(C(=S)NCCc3ccccc3)CC2)cc1,6%,-9%,0.0%,-1%,-19%,-4%,i,-4%,11%
Cc1ccc(S(=O)(=O)Nc2cccc(NC(=O)CN3CCCCC3)c2)cc1,-6%,31%,3.1%,-1%,-1%,-4%,i,7%,-2%
Cc1cc2ccccc2c(=O)n1CC(=O)NC1CCCCCC1,11%,-29%,-0.4%,0%,-6%,0%,i,2%,-1%
CC1=CC(C)(C)N(S(=O)(=O)c2ccc(C)cc2)c2ccc(C)cc21,-2%,?,2.7%,-22%,-11%,-12%,?,-2%,-35%
Cc1ccc(SCC(=O)Nc2ccc(S(=O)(=O)Nc3ncccn3)cc2)cc1,-3%,-4%,0.2%,·,8%,8%,i,-12%,30%
CCOC(=O)CN(C(=O)CSc1nnc(-c2cccc(OC)c2)o1)c1ccc(F)cc1,-21%,-3%,3.9%,1%,?,13%,i,1%,-22%
COc1ccc(COC(=O)N/C=C/c2ccco2)cc1,10%,-2%,4.2%,23%,?,-2%,?,-2%,-1%
Cc1cccc(CNc2ncnc3ccc(-c4cccnc4)cc23)c1,-18%,?,-0.2%,-7%,4%,-6%,i,13%,-24%
Cc1cccc(NC2=NC(=S)N(c3ccc(C(=O)O)cc3)C23CCCCC3)c1,-8%,-5%,3.5%,24%,-2%,-10%,i,-5%,-8%
CCCCN(C/C=C/c1ccccc1OC)Cc1ccccc1,0%,-17%,0.3%,-17%,16%,-7%,i,9%,7%
CCN(CC(=O)Nc1c(F)cccc1F)C(=O)CCN1C(=O)c2cccc([N+](=O)[O-])c2C1=O,7%,0%,-0.2%,1%,-8%,-2%,i,0%,-1%
CCOC(=O)Cn1nnc(-c2ccccc2)n1,3%,1%,-1.3%,-4%,12%,1%,i,-4%,1%
COC(=O)CSc1nc(N)c(C#N)c(CC(C)C)c1C#N,-11%,-1%,5.7%,-10%,6%,14%,i,11%,-20%
CCNC(=O)C(Sc1ccccc1)c1ccccc1 (stereo not drawn),8%,-15%,0.1%,-11%,8%,-1%,i,1%,-18%
CCc1ccc(N2CC(C(=O)Nc3ccc(S(=O)(=O)NCC4CCCO4)cc3)CC2=O)cc1 (stereo not drawn),15%,-10%,-0.3%,-17%,-20%,5%,?,16%,3%
COCCCNC(=O)c1ccc(C)c(-n2c(C)nc3cccnc32)c1,·,?,0.0%,·,3%,12%,·,·,-1%
COc1ccc(NC(=O)C/C(C)=N/NC(=O)C(=O)NC(C)C)c(OC)c1,7%,4%,0.7%,4%,-1%,2%,i,-18%,4%
CCCn1c(N)c(C(=O)CSc2nnc(-c3ccoc3C)n2C)c(=O)n(C)c1=O,2%,4%,-0.6%,1%,?,-9%,i,-2%,4%
CN(CC(=O)NCC(=O)Nc1ccc(F)cc1)C1CCS(=O)(=O)C1 (stereo not drawn),-4%,-27%,0.0%,·,3%,-6%,i,-6%,-34%
Cc1ccc(S(=O)(=O)N(C)CCCC(=O)N2CCN(C=O)CC2)cc1,-1%,-6%,4.7%,-1%,·,4%,i,-14%,1%
CCCCCn1c(=O)[nH]c2cc(C(=O)NCc3ccccn3)ccc2c1=O,-5%,2%,0.7%,-3%,-22%,2%,i,2%,-14%
Cc1cc(Cl)c(S(=O)(=O)NCc2ccncc2)cc1OCC(N)=O,15%,-11%,-0.6%,-1%,4%,-5%,i,3%,1%

# The listing continues.
SMILES,EPAC2 antag,TGFb inhibitor,Nrf2 activator,ATXN2 expr inh,Nrf2 inh,A549 viability,S2 tox,MCF10A rerep,HepG2 viability
CC(C)CNc1cc(Cl)c(S(=O)(=O)NCC(C)C)cc1C(=O)O,-3%,5%,-0.9%,3%,-11%,0%,i,-5%,-6%
Cc1cc(C)n(Cc2nc3ccccc3n2C)n1,1%,2%,-0.5%,2%,3%,-8%,i,-3%,5%
CC(C)CN(CC(C)C)S(=O)(=O)N1CCC(C(=O)NCCc2ccc(Cl)cc2)CC1,-5%,?,0.2%,1%,?,-4%,i,-5%,-28%
CCCCN1C(=S)NC[C@@H]1c1ccccc1,-22%,?,-0.1%,-5%,-9%,-1%,i,4%,-26%
CCn1c2ccccc2c2cc(CN3CCN(Cc4ccccc4Cl)CC3)ccc21,·,?,5.0%,·,5%,-4%,·,·,-33%
